Compound activity: PubChem BioAssay, The Scripps Research Institute Molecular Screening Center
CHO parental Ca: counter-screen: ATP calcium response change in parental CHO cells. parental CHO-K1, ATP-induced calcium, Fluo-8 fluorescence. inhibition, % at 5.6 µM. actives 0.63% (n = 330,000);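 active = inhibition above that plate's mean sample inhibition plus 3 SD, cut at about 26% in these data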;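 note: 0% = ATP-challenged DMSO wells and 100% = DMSO wells without ATP; some compounds past the cut are filed as inactive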
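Test system: parental CHO cells; detection: calcium-sensitive Fluo-8 fluorescence; evaluation: percent inhibition of calcium signal; also added: ATP as calcium-mobilizing challenge; repeats: one well per compound; control set: ATP-challenged DMSO wells low, unchallenged DMSO wells high; compound: single nominal dose of 5.6 µM per compound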
M1 antag: blocks human M1 muscarinic receptor; P11229; CHO-K1 hM1, Fluo-8 calcium fluorescence, ACh EC80 antagonist; inhibition, % at 3 µM; actives 1.3% (n = 360,000);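 active = percent inhibition above its own plate's cutoff, namely the mean of that plate's compound wells plus 3 SD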;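 note: peak over basal fluorescence ratio during 140 s after agonist addition; 0% = ACh EC80 plus DMSO and 100% = DMSO alone without agonist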
Target sequence (P11229 whole entry, looked up): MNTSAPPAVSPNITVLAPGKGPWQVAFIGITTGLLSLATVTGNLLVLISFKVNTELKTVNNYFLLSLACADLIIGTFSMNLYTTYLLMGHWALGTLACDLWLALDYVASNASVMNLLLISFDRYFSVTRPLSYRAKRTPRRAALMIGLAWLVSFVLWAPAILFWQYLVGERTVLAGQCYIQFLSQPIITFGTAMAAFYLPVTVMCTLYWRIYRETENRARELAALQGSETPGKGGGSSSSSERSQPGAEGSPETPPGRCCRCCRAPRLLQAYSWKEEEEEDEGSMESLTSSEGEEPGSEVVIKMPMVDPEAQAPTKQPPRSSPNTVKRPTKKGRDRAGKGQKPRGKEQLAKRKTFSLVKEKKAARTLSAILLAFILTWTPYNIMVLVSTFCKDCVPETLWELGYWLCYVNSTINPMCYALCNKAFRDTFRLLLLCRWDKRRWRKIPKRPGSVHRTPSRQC
CHO-K1 Ca antag: nonselective inhibitor or artifact in parental CHO-K1 cells | ATP-induced calcium, Fluo-8 fluorescence | actives 0.6% (n = 360,000) | inhibition, % at 3 µM;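 active = inhibition above a per-plate cutoff, the plate's mean sample inhibition plus 3 SD, cut at about 24% in these data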;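 note: 0% = DMSO plus EC80 ATP and 100% = DMSO alone without ATP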
TAAR1 antagonist: antagonists of human TAAR1; CHO RD-HGA16 TAAR1, Fluo-8 calcium fluorescence, antagonist; inhibition, % at 3 µM; actives 1.5% (n = 360,000);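 active = inhibition above a per-plate cutoff, the mean inhibition of test compounds on that plate plus 3 SD, cut at about 49% in these data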;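 note: 0% = DMSO plus EC80 beta-PEA response and 100% = DMSO alone without agonist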
Target sequence (Q96RJ0 whole entry, looked up): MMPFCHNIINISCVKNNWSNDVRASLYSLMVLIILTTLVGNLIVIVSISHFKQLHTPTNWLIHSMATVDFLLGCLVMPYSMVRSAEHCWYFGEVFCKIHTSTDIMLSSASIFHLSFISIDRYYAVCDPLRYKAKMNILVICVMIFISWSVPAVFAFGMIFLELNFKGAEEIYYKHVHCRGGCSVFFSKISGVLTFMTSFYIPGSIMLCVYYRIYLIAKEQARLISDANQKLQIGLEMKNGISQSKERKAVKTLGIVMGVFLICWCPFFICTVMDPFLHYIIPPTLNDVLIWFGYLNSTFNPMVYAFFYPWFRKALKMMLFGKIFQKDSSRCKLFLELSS
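test system = CHO RD-HGA16 cells bearing hTAAR1 | replication = singlicate | controls = DMSO-only wells and EC80 β-PEA-stimulated wells | reagent = EC80 β-phenethylamine stimulus | read-out basis = percent inhibition of PEA-evoked calcium signal, max/basal emission ratio | schedule = seeding 17-24 h prior, 75-min 37 °C, 30-min RT dye loading | signal = kinetic Fluo-8 calcium fluorescence measurement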
M1 ag: human M1 muscarinic receptor agonism; P11229; CHO-K1 hM1, Fluo-8 calcium fluorescence, agonist mode; 0% DMSO, 100% acetylcholine EC100; activation, % at 3 µM; actives 0.33% (n = 360,000);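 active = activation above the run's mean compound activation plus 3 SD, cut at about 16% in these data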;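 note: peak over basal fluorescence ratio within a 140 s kinetic read after compound addition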
CHO-K1 Ca PAM: counter-screen for M1 PAMs: effect in parental CHO-K1 cells. ATP EC20, Fluo-8 calcium fluorescence; 0% at ATP EC20, 100% at ATP max. activation, % at 3 µM. actives 0.02% (n = 360,000);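 active = activation above the run cutoff, the mean activation of all test compounds plus 3 SD, cut at about 40% in these data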;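 note: peak over basal fluorescence ratio in a 140 s read after ATP addition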
CHRM1 PAM: potentiates human M1 receptor response to acetylcholine | P11229 | CHO-K1 hM1, Fluo-8 calcium fluorescence, ACh EC20; 0% = ACh EC20, 100% = maximal ACh | activation, % at 3 µM | actives 0.088% (n = 360,000) | AID 588819; in the data active = activation above about 19%, passing the limit was not always enough
M1 ag parental: M1 agonist counterscreen hit in parental CHO-K1 cells | activation, % at 3 µM | Fluo-8 calcium fluorescence; scaled to maximal ATP response, vehicle zero | AID 602248 | actives 0.48% (n = 360,000); in the data active = activation above about 15%;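 note: untransfected CHO-K1 host cells lacking M1 receptor as counterscreen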
TAAR1 ag: agonists of human TAAR1 | actives 0.99% (n = 360,000) | Q96RJ0 | activation, % at 3 µM | AID 624467 | CHO RD-HGA16 TAAR1, Fluo-8 calcium fluorescence; vehicle wells 0%, saturating PEA agonist 100%;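 active = activation above the mean activation of all test compounds in the run plus 3 SD, cut at about 38% in these data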
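System: CHO RD-HGA16 cells carrying human TAAR1 plus Gα16; Incubation: 17-24 h seeding, 75 min 37 °C dye, 30 min RT; Measured by: Fluo-8 fluorescence, 5 s baseline then 140 s kinetic read; Control set: DMSO and PEA EC100; Replication: single well for each compound.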
Starred values were filed as active, the others as inactive; · = not tested or not shown.

SMILES | CHO parental Ca | M1 antag | CHO-K1 Ca antag | TAAR1 antagonist | M1 ag | CHO-K1 Ca PAM | CHRM1 PAM | M1 ag parental | TAAR1 ag
COCCCNC(=O)C1CCN(C(=O)c2oc3cc4sc(N(C)C)nc4cc3c2C)CC1 | -13 | -14 | -14 | -12 | -4 | 21 | 14 | 0.8 | 5
Cc1ccc(C2=NN(CCC(=O)NCc3ccc4c(c3)OCO4)C(=O)CC2)cc1 | -19 | -3 | -3 | 4 | -5 | 11 | 3 | -0.1 | -3
COc1ccccc1N(CC(=O)N1CCN(c2ccccc2)CC1)S(=O)(=O)c1ccc(C)cc1 | -2 | -8 | -4 | 9 | -2 | 0 | 0 | 4.5 | 7
CCN(CC)C(=O)c1ccccc1NC(=O)c1ccccc1C | 4 | 8 | 0 | -15 | -4 | -9 | -7 | 0.3 | 1
COc1ccc(-c2cn3cccc(C)c3n2)cc1Br | -14 | -4 | -9 | -2 | -5 | 14 | 5 | 0.1 | -2
O=C(Nc1ccc(Cl)cn1)c1cccc2c(Br)cccc12 | -23 | 7 | -4 | 13 | -7 | -5 | -8 | 0.7 | 2
O=C1NC(c2ccccc2Br)=N/C1=C\c1ccco1 | -11 | -17 | -4 | 0 | -2 | 20 | 14 | 4.8 | 1
CCOC(=O)c1[nH]c(C)c(C(=O)N2CCN(C(=O)c3ccco3)CC2)c1C | 1 | -4 | -5 | 3 | -1 | 12 | 4 | 0.4 | 9
CCN(CC(=O)Nc1ccc(NC(C)=O)cc1)C(=O)CCCN1C(=O)c2ccccc2C1=O | -8 | -7 | -4 | 8 | 1 | 0 | 6 | 1.5 | -1
CN(C)CCCNC(=O)/C=C/c1ccc2c(c1)OCO2 | -2 | -5 | -9 | 4 | -7 | 14 | 9 | 0.4 | 2
CC[C@]12C(=O)N(C)C[C@H]([C@@H]3C(=O)N(C)C(=O)[C@@H]31)N2C(=O)c1ccc(C(F)(F)F)cc1 | 4 | -8 | -15 | -5 | -4 | 28 | 5 | 1.5 | 16
CCc1ccc(NC(=O)CSc2nnc(-c3cccs3)n2CC)cc1 | -15 | -6 | -18 | 2 | -5 | 17 | 1 | 0.0 | 4
CCOC(=O)C1C(=O)CC(O)(c2ccccc2)CC1c1ccccc1 (stereo not given) | -15 | -1 | -5 | -6 | -3 | 3 | -1 | 1.4 | 10
c1ccc(Nc2nc3ccccc3[nH]2)nc1 | -11 | -13 | -5 | 10 | -5 | 20 | 13 | 0.4 | 12
CSCCC(NC(=O)c1ccccc1Cl)C(=O)NCCc1ccccn1 (stereo not given) | -8 | 5 | 3 | 3 | 0 | -4 | 3 | 0.5 | 1
Cc1cc(C(=O)Nc2ccc3[nH]ccc3c2)no1 | -5 | -5 | 1 | -31 | -4 | -7 | -1 | 0.4 | 2
C/C=C(\C)c1nnc(NC(=O)OCC)s1 | -3 | -9 | -1 | -12 | -3 | 9 | 3 | 0.3 | 10
COc1cc(-c2nc(S(=O)(=O)c3ccc(Cl)cc3)c(N(C)C)o2)cc(OC)c1OC | -9 | -2 | -3 | -3 | -3 | 4 | 0 | -0.4 | 3
Cc1ccc(CN(C(=O)Cn2nnc3ccccc32)C(C(=O)NCc2ccco2)c2cccs2)cc1 (stereo not given) | -19 | -14 | -11 | 36 | -4 | 21 | 3 | 3.3 | 15
COc1ccc(NC(=O)c2cc3ccccc3[nH]2)cc1 | 15 | 13 | -8 | -7 | 1 | -8 | 0 | 2.1 | 7
COc1ccc(N(CC(=O)N2CCN(c3ccccc3)CC2)S(=O)(=O)c2ccc(C)cc2)cc1 | -16 | -1 | -12 | -18 | -1 | 0 | -2 | 0.6 | 1
NC(=O)C1CCN(C(=O)c2cnn(-c3ccccc3)c2NC(=O)c2ccco2)CC1 | -12 | -35 | -9 | 1 | -1 | 8 | 7 | 0.7 | 3
O=C(Nc1ccc2nc(-c3ccc(Br)o3)[nH]c2c1)c1ccco1 | -27 | 11 | 20 | 2 | -1 | -8 | -8 | 0.1 | 22
CCOC(=O)c1sc(N)c(C#N)c1COC(=O)CNC(=O)c1ccccc1 | -26 | 0 | -13 | 4 | -4 | 28 | 5 | 2.1 | 5
O=C1CN(C(=O)COC(=O)c2cccc(Br)c2)c2ccccc2N1 | -4 | 2 | -10 | -13 | -1 | 6 | 9 | 0.7 | 7
COc1ccccc1/C=N/Nc1cc(C)nc(N2CCOCC2)n1 | -11 | -11 | -9 | -7 | -2 | 11 | 7 | 0.7 | 1
Cc1cc(C)nc(N2CCC(CNC(=O)CCc3ccccc3)CC2)n1 | -18 | -19 | -5 | 9 | -2 | 1 | -3 | 0.4 | 12
CCN(Cc1ccncc1)C(=O)c1ccco1 | -8 | 0 | -5 | -11 | -3 | 6 | 2 | 1.0 | 1
Cc1ccc(CN2CC(C(=O)NCCC3=CCCCC3)CC2=O)cc1 (stereo not given) | -31 | -1 | -2 | -11 | -5 | 6 | 8 | -0.7 | 12
CC(=O)c1cccc(NC(=O)CSCc2ccccc2)c1 | -5 | -13 | -2 | -4 | -4 | 18 | 7 | 1.8 | 4
CCN(CC)CCNc1ccc2nnc(CCNS(=O)(=O)c3ccc(C)cc3)n2n1 | 2 | 13 | 0 | -17 | -10 | 6 | -18 | 0.1 | 4
CC1(C)C2CCC1(CS(=O)(=O)NCc1ccc(C(F)(F)F)cc1)C(=O)C2 (stereo not given) | -19 | -4 | -7 | -8 | -2 | 13 | 5 | 4.4 | 6
CSc1nc(-c2ccccc2)[nH]c(=S)c1C(C)=O | -10 | -5 | -8 | -4 | 0 | 15 | 7 | 1.7 | 2
CCOc1ccc(NC(=O)CN2C(=O)NC(CCc3ccccc3)C2=O)cc1OCC (stereo not given) | -22 | -25 | -5 | -18 | -2 | 14 | 13 | 0.2 | 3
NC(=S)NC1CCS(=O)(=O)C1 (stereo not given) | -13 | -7 | -11 | -15 | -2 | -1 | 7 | -0.2 | 24
O=C1NCCN(CC2CCN(CCc3ccc(Cl)c(Cl)c3)CC2)C1=O | · | -20 | -15 | -6 | -4 | 17 | 15 | 1.7 | 3
O=C(Nc1nonc1NC(=O)c1cccs1)c1cccs1 | -16 | 1 | -6 | 10 | 0 | 2 | 1 | 5.9 | 10
COc1ccc(S(=O)(=O)N(CC(=O)N2CCCCCC2)c2ccccc2OC)cc1 | -13 | -5 | -15 | -4 | -11 | -2 | 6 | 0.2 | 0
Cc1ccc(/C=N/N2C(=O)c3ccccc3NC2c2ccc(C)cc2)cc1 (stereo not given) | -4 | -12 | 4 | -5 | -4 | 16 | 4 | 1.2 | -3
CCOC(=O)C1CCN(S(=O)(=O)c2c(C(=O)N3CCCCC3)c(C)n(C)c2C)CC1 | -7 | -4 | -11 | -8 | -2 | -1 | 4 | 0.6 | 0

Structural class: the entries above with a CF3 group.
SMILES | CHO parental Ca | M1 antag | CHO-K1 Ca antag | TAAR1 antagonist | M1 ag | CHO-K1 Ca PAM | CHRM1 PAM | M1 ag parental | TAAR1 ag
CC[C@]12C(=O)N(C)C[C@H]([C@@H]3C(=O)N(C)C(=O)[C@@H]31)N2C(=O)c1ccc(C(F)(F)F)cc1 | 4 | -8 | -15 | -5 | -4 | 28 | 5 | 1.5 | 16
CC1(C)C2CCC1(CS(=O)(=O)NCc1ccc(C(F)(F)F)cc1)C(=O)C2 (stereo not given) | -19 | -4 | -7 | -8 | -2 | 13 | 5 | 4.4 | 6

Next results follow.
SMILES | CHO parental Ca | M1 antag | CHO-K1 Ca antag | TAAR1 antagonist | M1 ag | CHO-K1 Ca PAM | CHRM1 PAM | M1 ag parental | TAAR1 ag
Cc1cccc(N2CCN(c3ccc(NC(=O)/C=C(/C(=O)O)c4ccccc4)cc3)CC2)c1 | -7 | -13 | -6 | 17 | -8 | 25 | -1 | 0.9 | 2
Cc1[nH]nc(SCC(=O)NC2CCCC2)c1[N+](=O)[O-] | -1 | 1 | -7 | 15 | -3 | 3 | -2 | -0.1 | 1
Cc1cnc(NC(=O)CSc2ccccc2)s1 | -6 | -4 | -5 | -24 | -2 | 1 | 2 | 0.1 | 5
CCN1C(Nc2ccccc2)=NC[C@@H]1Cc1ccccc1 | -14 | -2 | -18 | 0 | -10 | 20 | 2 | 2.2 | 3
COc1ccc(/C=C/c2cc(C(F)(F)F)[nH]c(=O)n2)cc1OC | -11 | 4 | 6 | -3 | -3 | -16 | -3 | 0.2 | 9
CCC1CCCCN1C(=S)Nc1ccc(C(C)=O)cc1 (stereo not given) | -11 | -1 | -2 | 12 | -4 | 0 | 5 | 0.0 | 1
COCc1cc(=O)[nH]c(N2CCN(c3ccccc3OC)CC2)n1 | · | -22 | -11 | -12 | 3 | 13 | 21 | 0.9 | 4
COc1ccc2[nH]c(=O)c(CN(Cc3nnnn3CCc3ccccc3)CC3CCCO3)cc2c1 (stereo not given) | -20 | 0 | -8 | 2 | -2 | 5 | 6 | 1.0 | 12
Cc1ccsc1CN1CC(=O)N(c2c(C)cccc2C)C1=S | -2 | -5 | -12 | -15 | -4 | 9 | 5 | 4.9 | 6
Cc1cc(C)n(S(=O)(=O)c2cccc([N+](=O)[O-])c2)n1 | · | -12 | -9 | -26 | -7 | 12 | 9 | 0.8 | 2
COC(=O)c1sccc1NC(=O)CSCCc1ccncc1 | -6 | 8 | -16 | 1 | -5 | -2 | 1 | 2.6 | 4
CCc1nc2ccc(C(=O)NCc3ccc(OC)cc3)cn2c1N(CCC(C)C)CCN(C)C | · | -15 | -4 | -19 | 6 | 14 | 11 | 0.6 | 6
CC1CCCCN1S(=O)(=O)c1ccc2c(c1)C(C)(C)C(=O)N2C (stereo not given) | -1 | -5 | 8 | -13 | -3 | 5 | -1 | -0.4 | 6
N#Cc1cc(-c2ccc(Cl)cc2)cn(Cc2c(Cl)cccc2Cl)c1=O | -9 | 3 | -6 | -9 | -2 | -3 | -1 | -0.7 | 7
COc1ccc(CNC(=O)Nc2ccc3c(c2)N(C)C(=O)CS3)cc1 | -4 | -8 | -8 | 7 | -6 | 18 | 7 | 3.0 | 5
COc1cc(-c2noc(CCCC(=O)Nc3ccc(C(N)=O)cc3)n2)cc(OC)c1OC | -12 | -15 | -8 | -14 | -4 | 8 | 12 | 0.1 | 2
CC(=O)N=C1SC2CS(=O)(=O)CC2N1c1ccccc1Cl (stereo not given) | -16 | -22 | -18 | -5 | 0 | 27 | -2 | 0.6 | 4
CN(C)S(=O)(=O)c1cccc(C(=O)OCC(=O)c2c(N)n(C)c(=O)n(C)c2=O)c1 | -8 | 9 | -5 | -1 | -5 | -7 | -4 | 1.0 | 1
CC(NS(=O)(=O)c1ccc(OCC(=O)NCc2ccncc2)cc1)c1ccccc1 (stereo not given) | -3 | -16 | -13 | -13 | -6 | 25 | 10 | 0.5 | 0
O=C(NC1CCCC1)C(c1ccc(F)cc1)N(C(=O)c1csnn1)C1CC1 (stereo not given) | 10 | 0 | 5 | 4 | -4 | -1 | 2 | -0.1 | -4
